GAA850 FXN act: activators of GAA850 frataxin (FXN) promoter; HEK293 lucGAA850 FXN promoter luciferase reporter, 24 h; percent of 10 µM SAHA response; activation, % at 6 µM; actives 0.56% (n = 360,000); AID 540364;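 active = activation above the average of all compounds screened plus 3 SD, cutoff fixed separately per campaign, cut at about 7.5% in these data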;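 note: 0% = DMSO wells and 100% = 10 µM SAHA wells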
hcDAF-12 act: activators of H. contortus DAF-12 nuclear receptor | actives 1.4% (n = 370,000) | HEK293 hcDAF-12 lit1-tk-luc reporter, luminescence; 0% DMSO, 100% Δ7-dafachronic acid | activation, % at 6.8 µM;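 active = activation above the mean of all tested compounds plus 3 SD, cut at about 5.5% in these data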;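 note: 100% = response to 3 µM Δ7-dafachronic acid high control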
PLC-gamma1 inh: blocks human PLC-gamma1 enzyme activity. P19174. AID 720700. inhibition, % at 12.2 µM. actives 0.84% (n = 370,000). purified PLC-gamma1, fluorogenic substrate, fluorescence; in the data active = inhibition above about 9.5%
Target sequence (P19174 whole entry, looked up): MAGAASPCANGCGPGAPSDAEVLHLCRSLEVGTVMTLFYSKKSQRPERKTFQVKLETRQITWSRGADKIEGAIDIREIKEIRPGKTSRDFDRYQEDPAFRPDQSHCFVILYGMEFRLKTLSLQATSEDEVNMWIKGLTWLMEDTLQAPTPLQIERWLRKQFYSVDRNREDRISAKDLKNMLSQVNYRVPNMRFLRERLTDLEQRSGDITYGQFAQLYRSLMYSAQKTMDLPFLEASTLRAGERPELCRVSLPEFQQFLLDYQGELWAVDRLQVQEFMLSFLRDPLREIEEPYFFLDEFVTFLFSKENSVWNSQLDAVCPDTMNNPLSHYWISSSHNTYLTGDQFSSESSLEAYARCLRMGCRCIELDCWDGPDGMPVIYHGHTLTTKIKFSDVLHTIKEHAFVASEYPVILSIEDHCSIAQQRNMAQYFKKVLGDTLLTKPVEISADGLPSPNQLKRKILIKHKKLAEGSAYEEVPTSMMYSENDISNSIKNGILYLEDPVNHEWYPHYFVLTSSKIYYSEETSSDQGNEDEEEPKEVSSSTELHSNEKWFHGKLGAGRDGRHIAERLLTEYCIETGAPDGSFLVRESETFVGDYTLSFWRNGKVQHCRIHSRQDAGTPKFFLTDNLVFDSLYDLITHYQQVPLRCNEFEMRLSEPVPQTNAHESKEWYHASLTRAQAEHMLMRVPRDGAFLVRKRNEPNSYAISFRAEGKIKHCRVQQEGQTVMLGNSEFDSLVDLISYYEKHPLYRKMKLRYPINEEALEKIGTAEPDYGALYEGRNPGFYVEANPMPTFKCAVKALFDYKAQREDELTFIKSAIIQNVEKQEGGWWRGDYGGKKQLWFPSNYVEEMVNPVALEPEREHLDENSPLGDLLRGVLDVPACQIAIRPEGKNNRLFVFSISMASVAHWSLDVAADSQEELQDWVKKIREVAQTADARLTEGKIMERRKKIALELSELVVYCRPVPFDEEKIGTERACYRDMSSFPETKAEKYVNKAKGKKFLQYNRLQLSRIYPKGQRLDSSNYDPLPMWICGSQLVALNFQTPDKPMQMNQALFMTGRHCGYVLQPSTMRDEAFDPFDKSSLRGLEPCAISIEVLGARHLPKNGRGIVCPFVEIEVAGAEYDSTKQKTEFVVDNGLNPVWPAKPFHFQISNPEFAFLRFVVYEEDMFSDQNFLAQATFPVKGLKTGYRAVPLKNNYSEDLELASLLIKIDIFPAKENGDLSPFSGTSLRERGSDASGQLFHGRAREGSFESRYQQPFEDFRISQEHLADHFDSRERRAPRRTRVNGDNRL
ADAM10 inh: inhibits human ADAM10; recombinant ADAM10, EDANS/DABCYL FRET peptide cleavage, 3 h; actives 0.62% (n = 370,000); inhibition, % at 7 µM;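 active = inhibition above a per-campaign cutoff equal to the mean of compounds falling between control-based bounds plus 3 SD, cut at about 20% in these data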;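 note: 0% = DMSO wells while the 100% control is not disclosed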
ssDAF12 agonist: activators of S. stercoralis DAF-12 nuclear receptor. actives 1% (n = 370,000). activation, % at 6.8 µM. HEK293 ssDAF-12/GRIP1 lit1-tk-luc reporter, luminescence; % of 3 µM dafachronic acid response. AID 652126;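 active = activation above the mean over all tested compounds plus 3 SD, cut at about 0.9% in these data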;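 note: 0% = DMSO-only wells and 100% = 3 µM delta7-dafachronic acid wells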
PLCb3 inh: inhibitors of human phospholipase C beta3 | Q01970 | Purified PLC-beta3, fluorogenic substrate, fluorescence | inhibition, % at 12.2 µM | actives 0.18% (n = 370,000) | AID 720704; in the data active = inhibition above about 11%;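 note: 0% = median of compound wells on plate and 100% = full blocker control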
sPLA2-III inh: Inhibits HGIII-sPLA2 liposome hydrolysis, primary screen; Q9NZ20; QFRET BODIPY PC-A2 liposome hydrolysis, fluorescence; inhibition, % at 12.2 µM; actives 0.56% (n = 370,000);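 active = inhibition above mean plus 3 SD of compounds lying within the high and low control bounds, cut at about 19% in these data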;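 note: 0% = median of test compound wells and 100% = no enzyme DMSO wells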
DAX1 inh-1: DAX1 (NR0B1) inhibition, primary screen. HEK293T StAR-luciferase reporter, SF-1/DAX-1 repression relief. AID 652010. inhibition, % at 6.8 µM. actives 1.1% (n = 370,000);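 active = inhibition above the mean over all tested compounds plus 3 SD, cut at about 3.6% in these data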;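 note: 0% = DAX-1 cells with DMSO and 100% = cells lacking DAX-1 with DMSO; higher inhibition means more luminescence from relief of DAX-1 repression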
hgDAF12 agonist: agonists of H. glycines DAF-12 nuclear receptor; HEK293 GAL4-hgDAF12 UAS-luciferase reporter, agonist luminescence; normalized to butyrate control; AID 687014; activation, % at 6.8 µM; actives 1.8% (n = 370,000);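 active = activation above a cutoff set at the mean of all screened compounds plus 3 SD, cut at about 10% in these data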;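 note: 0% = DMSO wells and 100% = sodium butyrate wells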
DAX1 inh-2: NR0B1 (DAX1) inhibition. actives 0.99% (n = 340,000). HEK293 Gal4-DAX1 luciferase reporter, luminescence. inhibition, % at 6.75 µM. AID 504766. P51843;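 active = inhibition above the mean over all tested compounds plus 3 SD, cut at about 4.2% in these data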;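 note: 0% = DAX1-transfected cells with DMSO and 100% = empty-vector control cells with DMSO; inhibition shows as a rise in luminescence from relieved DAX1 repression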
ADAM17 inh: inhibits human ADAM17; P78536; recombinant ADAM17, EDANS/DABCYL FRET peptide cleavage; inhibition, % at 6.95 µM; actives 0.83% (n = 370,000);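 active = inhibition above the mean of compounds lying between control limits plus 3 SD, set per campaign, cut at about 8.5% in these data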;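 note: 0% = DMSO-only wells as the low control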
* = called active by the depositor; / = not tested or not shown.

smiles	ADAM17 inh	PLCb3 inh	PLC-gamma1 inh	DAX1 inh-1	hcDAF-12 act	ssDAF12 agonist	ADAM10 inh	sPLA2-III inh	GAA850 FXN act	DAX1 inh-2	hgDAF12 agonist
Cc1cccc(OCCCCc2c(C)n[nH]c2C)c1C	1	7	1	-1.0	-1.3	-1.5	15	-5	-0.3	-0.6	-1.8
CC1CC(=O)Nc2ccccc2N1C(=O)CSc1ncnc2sccc12 (centres undefined)	3	-13	0	0.4	-0.1	-0.9	7	-3	2.8	0.1	-1.4
CC(=O)c1cccc(N2C(=O)C3C4CCC(C4=C(C)C)C3C2=O)c1 (centres undefined)	-2	1	0	-0.1	-1.2	-1.7	-2	-6	-0.1	0.8	-0.8
CCOC(=O)c1cnc(SCC(=O)Nc2ccc(NC(=O)CC)c(OC)c2)nc1N	-4	1	-1	-0.1	-1.0	-1.3	-5	4	1.0	-1.0	-1.3
Cc1cc(=O)oc(C)c1C(=O)Nc1cccc2nonc12	-6	-140	-108	-0.3	-0.3	-1.1	-33	6	-1.3	-0.6	2.0
Nc1nnc(C2CCCC2)s1	7	8	5	0.2	-1.0	-1.4	10	3	-1.5	1.2	-0.2
COc1cccc(C2(O)CCN(C(=O)Cc3cccnc3)CC2)c1	-4	1	1	-0.1	-0.7	-1.1	0	5	1.1	0.0	1.0
COc1ccc(C(CNS(=O)(=O)c2ccc(F)cc2)N2CCN(C)CC2)cc1 (centres undefined)	-5	-4	0	-0.7	-0.5	-1.3	1	-9	-0.9	0.0	-0.9
Cc1ccc(NCC(=O)Nc2ccc(Br)cc2)cc1C	1	-5	2	-0.2	0.7	-1.3	6	11	2.6	0.4	3.1
O=C(CSc1ccsc1[N+](=O)[O-])N1CCCCCC1	-3	1	2	-0.4	-1.6	-1.1	0	5	3.4	1.1	-0.3
COc1ccc(Br)cc1/C=C1\Oc2ccccc2NC1=O	-8	-80	-59	-0.2	2.9	0.3	-15	9	2.8	-0.8	1.6
CCOC(=O)c1c(-c2ccc(F)cc2)csc1NC(=O)CCN1CCOCC1	3	5	0	0.4	-1.4	-1.1	14	-3	-2.6	-1.2	-0.5
O=C(COC(=O)c1cccc(C(F)(F)F)c1)NCc1ccccc1	1	-4	-2	-0.7	-0.8	-1.6	-1	11	-2.0	1.8	2.2
CC(C)CNS(=O)(=O)c1cc2c3c(c1)CC(=O)N3CCC2	0	1	-1	0.8	-1.1	-0.7	-1	-47	2.4	0.9	-3.1
Cc1ccccc1NC(=O)Cn1cnc2c1c(=O)n(C)c(=O)n2C	3	0	1	0.7	-0.3	-0.5	-8	8	-0.2	1.4	-1.5
CCCCC(=O)N(C)c1c(CC)nc2c(OCc3ccc(Cl)cc3Cl)cccn12	3	5	3	-2.9	-3.6	-1.8	9	-5	-0.5	/	-5.8
C[C@H](CO)N1C[C@H](C)[C@@H](CN(C)S(=O)(=O)c2cn(C)cn2)Oc2c(NS(=O)(=O)c3ccc(F)cc3)cccc2C1=O	1	5	1	0.5	-1.3	-1.4	0	4	1.7	1.0	0.0
COC(=O)c1ccccc1S(=O)(=O)Nc1ccc2cn[nH]c2c1	-2	-1	-1	-0.2	2.2	0.0	-3	-9	0.8	0.7	-0.9
COc1ccccc1N(C)S(=O)(=O)c1ccc(C(=O)Nc2ncc(C)s2)cc1	0	-3	1	-2.1	-0.3	-1.4	4	-4	-2.2	-0.4	0.7
CN(C)S(=O)(=O)c1cccc(NC(=O)c2ccccc2SCC(=O)N2CCCC2)c1	0	4	0	0.0	0.8	-1.3	-7	6	1.1	-0.8	1.0
Cc1cc([N+](=O)[O-])ccc1NC(=O)Nc1ccccc1F	5	3	1	-0.1	0.4	-1.4	-3	6	1.2	-0.5	-0.4
O=C(Oc1cccc(/C=N/Nc2nc(N3CCOCC3)nc(N3CCOCC3)n2)c1)c1ccco1	-4	0	2	-0.4	-1.2	-1.0	0	4	-3.1	-0.7	0.0
COc1cc(C(=O)Nc2nc(-c3ccc(Cl)cc3)c(C)s2)ccc1OCC(=O)Nc1ccc(F)cc1	-3	-2	0	-0.2	-0.7	-1.3	-6	-11	1.9	-0.1	0.6
Cc1[nH]nc(SCC(=O)Nc2cccc(O)c2)c1[N+](=O)[O-]	-3	1	1	0.7	-0.8	-1.2	-4	-13	-0.2	-0.2	0.2
O=C(NCCC1=CCCCC1)c1cnc2n(c1=O)CCS2	-3	-1	-2	0.0	3.1	0.4	-7	-2	2.8	2.1	5.8
CCOC(=O)Cc1csc(NC(=O)/C=C/c2ccccc2Cl)n1	-3	-9	1	-0.1	-1.6	-1.9	1	6	1.9	0.3	0.1
O=C(O)CC1=C(O)C(=O)N(c2ccccc2)C1c1ccc(Cl)cc1 (centres undefined)	-5	0	1	-0.4	-0.3	-0.8	5	0	-1.0	-0.2	-0.5
CCC(C)[C@H](NC(=O)Nc1ccc2c(c1)OCCO2)C(=O)O (some centres undefined)	1	-2	1	1.1	-2.2	-0.4	-1	2	1.4	0.4	-1.5
Cc1cc(C(=O)OCC(=O)Nc2cccc(S(=O)(=O)N(C)C)c2)c(C)o1	-1	1	1	0.9	0.3	-1.1	3	-13	-1.8	-0.1	-0.5
Cc1cc(C)n(CC(=O)NC2CCCCC2)n1	-2	1	2	0.8	-0.1	-1.3	4	3	-0.3	-2.0	0.9
Cc1cc(CN(C)C(=O)CC2C(=O)NCCN2Cc2c(F)cccc2Cl)on1 (centres undefined)	-5	-11	-6	-0.4	-0.5	-0.9	3	2	/	3.7	1.8
FC(F)(F)c1nnc(-c2ccccc2)nc1N1CCOCC1	-4	2	0	-1.1	-0.4	-2.0	-9	2	0.4	-0.6	-2.2
O=C(OCn1nnc2ccccc2c1=O)c1ccc2c(=O)n3c(nc2c1)CCC3	-5	2	-2	0.5	-0.7	-2.0	-14	-1	-0.7	0.0	1.4
COc1ccc(CN(C2CCCC2)S(=O)(=O)c2ccc(-n3cnnn3)cc2)cc1OC	8	2	3	-0.6	-2.1	-0.8	-8	-14	0.2	-0.3	-4.5
O=C(c1ccccc1Br)N1CCN(c2ccccn2)CC1	-5	-1	2	-0.1	-1.9	-1.7	-1	-1	0.7	0.0	-0.3
COc1ccc(-n2c(CNC(=O)COc3ccccc3)n[nH]c2=S)cc1	-4	0	0	0.3	-0.3	-0.6	-2	4	0.8	0.5	-1.4
COc1ccc(-c2ccc(SCC(=O)N3CCN(c4ccccc4)CC3)nn2)cc1	-4	-6	0	0.1	-2.4	-1.5	2	-3	0.2	0.3	-2.3
COc1ccc(S(=O)(=O)N2CCc3ccccc32)cc1C(=O)N1CCOCC1	-1	-6	5	0.9	-0.1	0.2	-11	0	-2.3	0.8	1.2
NC(=S)N/N=C1\CCOc2ccc(Cl)cc21	3	-1	8	-0.8	0.3	-2.0	3	12	-4.0	-0.7	0.8
O=S(=O)(CC1NCc2ccccc21)NCCc1ccccc1 (centres undefined)	1	-2	-2	0.6	-3.6	-1.1	1	7	/	/	1.9
Cc1cccc(C)c1NC(=O)C1CCN(S(C)(=O)=O)CC1	-2	-5	-5	0.7	-0.2	-1.0	8	9	-0.4	-1.6	-1.5
COc1cccc(CN(Cc2cccnc2)S(=O)(=O)c2ccc(-n3cnnn3)c(C)c2)c1	9	4	6	-0.6	-0.1	-1.0	-5	-21	-0.1	-1.4	0.5
CCOc1ccc(N(CC(=O)NC2CCCCC2)C(=O)CSc2nnc(COc3ccccc3)o2)cc1	-2	3	2	-0.1	-0.9	-1.3	3	-1	-1.9	0.0	-0.8
O=C(Cn1cncc1-c1ccc([N+](=O)[O-])cc1)Nc1cccc2ccccc12	0	1	-1	0.0	-1.3	-0.5	0	-1	3.4	-1.1	-0.5
Cc1cc(C)cc(NC(=O)N2C3CCCC2CC(NC(=O)C2CC2)C3)c1 (centres undefined)	-1	-6	-1	0.2	0.1	-1.0	-7	0	-0.5	-1.5	-0.3
COCC(=O)N1CCc2ccc(NC(=O)c3ccccc3Cl)cc2C1	-1	0	5	-1.0	-0.1	-1.3	13	0	1.4	-1.4	-1.9
C=CCNC(=S)Nc1ccc(N2CCOCC2)c(S(=O)(=O)Nc2ccccc2Cl)c1	1	-1	0	-1.1	-0.7	-0.2	10	-9	-0.3	-0.2	-1.2
O=C(CNC(=O)c1ccco1)OCC(=O)c1ccc2ccccc2c1	-35	-238	-178	-0.5	0.2	-0.3	-131	1	-1.4	-0.2	-1.2
COc1ccc(CNC(=S)Nc2ccc(-c3ccccc3)cc2)cc1	-1	-5	1	2.1	0.5	-1.7	-1	-1	2.0	-0.3	1.0
CCCCC[C@@H]1CCCCC[C@H](O)C[C@@H](O)[C@@H](O)/C=C/C(=O)O1	-5	1	4	0.0	-2.2	-1.2	0	-5	/	/	-1.6
C=CCOc1ccc(CN(C)CC(=O)Nc2ccccc2[N+](=O)[O-])cc1	-3	-8	0	-0.3	4.3	-0.5	3	1	1.7	0.2	3.8
CCCc1cc(Nc2cccc(OCC)c2)n2ncnc2n1	-3	0	2	-0.9	-1.4	-1.6	-5	-13	-2.4	-0.8	-1.2

Screening results as filed in PubChem.
